Assay outcomes: PubChem BioAssay, several laboratories
cardiac RTF act = cardiac RTF calcium sensitivity activators, primary screen, biochemical, IANBD-TnC fluorescence, EC20 calcium; IANBD-labeled TnC RTF fluorescence at EC20 calcium; 0% EC20 calcium, 100% full calcium; activation, % at 7.2 µM; 340,000 tested, 0.24% active;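 active = activation above the mean over all tested compounds plus 3 SD, cut at about 30% in these data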;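 note: rise in fluorescence read as greater calcium sensitivity of cardiac thin filaments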
SR-BI DiI-HDL act = activators of SR-BI mediated DiI-HDL uptake, primary screen, ldlA[mSR-BI] CHO cells, DiI fluorescence; 320,000 tested, 0.096% active; AID 504775, 2011; activation, % at 12.5 µM; 3 h; 100 = double the neutral-control signal;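 active = mean replicate activation of at least 60% and every replicate at or above 60%; inconclusive = mean or all-replicate condition met, but not both; inactive = mean below 60% and not all replicates reaching 60%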;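 note: 0% = median plate neutral-control signal and 100% = twice that signal; values of inactives mirror those of a sister screen read the other way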
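Assay system: CHO ldlA[mSR-BI] cells, LDL receptor-null, SR-BI overexpressing; medium: Ham's F12 with 0.5% BSA, HEPES 25 mM, pH 7.4; also added: DiI-HDL 10 µg/mL; timing: 3 h uptake period with compound, 37 °C; signal: DiI fluorescence, bottom read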
dFosB act = activators of delta FosB homodimer, primary screen, biochemical, fluorescence polarization, TAMRA-CDK5 oligo, single point; 340,000 tested, 0.99% active; Protein FosB (Mus musculus), P13346; AID 493131, 2011; activation, % at 25 µM; purified delta FosB; percent of positive-control signal above neutral wells;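 active = mean activation above about 17%, with every replicate also reaching it, limit read from the data, passing the limit was not always enough; inconclusive = only one of the two conditions met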;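 note: fluorescence polarization rise as delta FosB binds a TAMRA Cdk5 AP-1 oligo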
SR-BI DiI inh = inhibitors of SR-BI mediated HDL lipid uptake, primary screen, ldlA[mSR-BI] cells, fluorescence, single point | Scavenger receptor class B member 1 (Mus musculus), Q61009 | inhibition, % at 12.5 µM | ldlA[mSR-BI] CHO cells, DiI-HDL uptake fluorescence, 3 h | AID 488896, 2010 | 320,000 tested, 0.96% active;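 active = mean replicate inhibition of at least 70% and a set share of replicates each scoring 70 or more; inconclusive = meets just one of the two criteria; inactive = fails both criteria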;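 note: 0% = median of neutral control wells and 100% = median of positive control wells; values of inactives mirror those of a sister screen read the other way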
PvdQ acylase = P. aeruginosa PvdQ acylase inhibitors, primary screen, biochemical, fluorescence, plate reader and imaging, single point; purified PvdQ acylase; inhibition, % at 10 µM; PvdQ acylase [Pseudomonas aeruginosa LESB58]; 340,000 tested, 0.063% active; in the data active = inhibition above about 30%, passing the limit was not always enough; inconclusive = no clear call, values can overlap the other calls;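 note: 0% = vehicle neutral wells and 100% = reference inhibitor wells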
Rtt109 Vps75 = inhibitors of C. albicans Rtt109/Vps75 HAT, primary screen, biochemical, ThioGlo CoA-SH fluorescence, plate reader | Histone acetyltransferase RTT109 (Candida albicans (strain SC5314 / ATCC MYA-2876)), … | purified Rtt109/Vps75, 4 h | inhibition, % at 34.9 µM | 330,000 tested, 0.16% active;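 active = inhibition of at least 50% in every replicate; inconclusive = best replicate reaches 50% inhibition but some replicates fall short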
Target sequence (Q5AAJ8 whole entry, looked up): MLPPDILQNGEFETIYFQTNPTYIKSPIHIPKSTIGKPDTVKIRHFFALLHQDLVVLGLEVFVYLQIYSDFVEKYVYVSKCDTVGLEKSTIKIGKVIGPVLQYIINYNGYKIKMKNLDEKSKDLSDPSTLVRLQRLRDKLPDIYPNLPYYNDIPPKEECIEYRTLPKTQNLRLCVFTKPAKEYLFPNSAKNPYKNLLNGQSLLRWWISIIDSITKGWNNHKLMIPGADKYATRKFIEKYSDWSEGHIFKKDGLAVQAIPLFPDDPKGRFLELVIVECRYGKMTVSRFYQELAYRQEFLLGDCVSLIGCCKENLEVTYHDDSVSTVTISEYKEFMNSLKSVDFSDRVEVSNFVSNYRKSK
MITF TRPM1 HTS = activators of MITF-driven TRPM1 promoter reporter, primary screen, cell-based, SK-MEL-5, luciferase, single point | SK-MEL-5 TRPM1-promoter luciferase, 24 h; % of positive control, neutral wells = 0 | activation, % at 12.5 µM | 300,000 tested, 0.75% active | AID 588334, 2011;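 active = mean activation of at least 80% with every replicate also reaching 80%; inconclusive = mean reaches 80% but some replicate falls short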;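 note: 0% = neutral control wells and 100% = parthenolide positive control wells; values of inactives mirror those of a sister screen read the other way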
CDK5 p35 inh = inhibitors of human CDK5/p35 kinase, primary screen, biochemical, single concentration. inhibition, % at 10 µM. 330,000 tested, 0.01% active. Recombinant CDK5/p35, ADP-Glo luminescence, 60 min;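 active = highest replicate inhibition of at least 50% and at least 75% of replicates reaching 50%; inconclusive = only one of the two criteria met; inactive = both criteria failed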;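 note: plate controls were DMSO neutral control for no effect and GW8510 at 10 µM for full effect; many of its hits are not listed in these tables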
Target sequence (Q00535 whole entry, looked up): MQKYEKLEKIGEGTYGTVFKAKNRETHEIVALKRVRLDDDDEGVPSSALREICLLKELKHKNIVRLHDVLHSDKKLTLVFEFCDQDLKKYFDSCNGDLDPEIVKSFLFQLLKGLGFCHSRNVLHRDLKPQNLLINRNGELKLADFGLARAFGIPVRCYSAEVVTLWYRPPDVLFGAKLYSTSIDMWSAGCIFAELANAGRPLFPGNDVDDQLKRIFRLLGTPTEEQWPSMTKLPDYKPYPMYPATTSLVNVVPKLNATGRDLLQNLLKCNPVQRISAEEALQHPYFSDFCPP
Target sequence (Q15078 whole entry, looked up): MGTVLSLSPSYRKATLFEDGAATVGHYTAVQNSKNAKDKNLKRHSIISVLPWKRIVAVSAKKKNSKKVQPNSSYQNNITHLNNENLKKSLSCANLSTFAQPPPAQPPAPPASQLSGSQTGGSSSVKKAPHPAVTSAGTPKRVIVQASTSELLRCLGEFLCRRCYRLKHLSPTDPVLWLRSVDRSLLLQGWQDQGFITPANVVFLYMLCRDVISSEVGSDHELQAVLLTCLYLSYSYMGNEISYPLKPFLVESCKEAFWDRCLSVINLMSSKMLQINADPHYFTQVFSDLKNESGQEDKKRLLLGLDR
Wnt act = Wnt/beta-catenin pathway activators, primary screen, cell-based, plate reader, single point | 300,000 tested, 1.2% active | Wnt/beta-catenin reporter cell assay, activator | activation, % at 9.35 µM; in the data active = activation above about 30%, passing the limit was not always enough; inconclusive = no clear call, values can overlap the other calls;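 note: 0% = neutral control wells and 100% = positive control wells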
HTR5A ag = HTR5A agonists in luminescence cell assay, primary screen, counter-screen for OPRM1-OPRD1 heterodimer agonist project, full-deck HTS. cell-based. AID 504692, 2011. activation, % at 9.3 µM. 5-hydroxytryptamine receptor 5A (Homo sapiens), P47898. 340,000 tested, 0.61% active; in the data active = activation mostly above about 9.5%, no sharp cut-off; inactive = mostly below about 7.6%;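 note: 0% = cells with vehicle only and 100% = reference agonist; strong numbers were not always called active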
* marks the source's active call; other numbers are inactive results; ? = inconclusive; . = no result given.

SMILES	cardiac RTF act	SR-BI DiI-HDL act	dFosB act	SR-BI DiI inh	PvdQ acylase	Rtt109 Vps75	MITF TRPM1 HTS	CDK5 p35 inh	Wnt act	HTR5A ag
CCOc1ccc(OCC)c(NC(=O)CN(c2ccc(OC)cc2)S(=O)(=O)c2c(C)noc2C)c1	2	-30	-21	30	-10	8	4	-0.2	0	2
Cn1cnc(S(=O)(=O)NCc2cccs2)c1	-1	31	-4	-31	-6	-2	5	1.1	.	-1
Cc1nc2nc(SCC(=O)NCCCN3CCCCCC3)nn2c(C)c1Cc1ccccc1	1	4	2	-4	-20	?	0	1.2	-2	7
N#CCCN(C(=O)COC(=O)CNC(=O)C12CC3CC(CC(C3)C1)C2)c1ccccc1	3	0	-5	0	-24	-6	-8	1.8	-3	-4
CCn1c(SCC(=O)Nc2nc(C)cs2)nnc1C(NC(=O)c1ccccc1Cl)C(C)C (stereo not drawn)	-5	-10	-2	10	1	15	-1	-0.5	.	6
Cc1ccc(OC(=O)CCC(=O)OCCCC(F)(F)C(F)(F)F)cc1	3	47	-3	-47	-8	5	-3	0.3	.	0
CNc1nc(SCC(=O)Nc2ccc(Cl)c(Cl)c2)nc(N2CCOCC2)n1	3	-27	11	27	1	-4	-3	0.9	-1	-3
COc1ccccc1N(CC(=O)Nc1cccnc1)S(C)(=O)=O	-2	30	1	-30	-6	-11	-1	-1.3	.	4
CCN1C(=O)N[C@@H](c2cccs2)C(C(C)=O)=C1C	-3	10	4	4	6	-1	-6	1.2	2	0
CC1CN(C(=O)c2ccccc2NS(=O)(=O)c2cccc([N+](=O)[O-])c2)CC(C)O1 (stereo not drawn)	-2	23	3	-23	-2	.	3	3.1	0	-4
Cc1ccc[n+](CC(=O)Nc2cc(C(F)(F)F)ccc2N2CCOCC2)c1	3	-12	-5	12	-22	4	-12	1.2	0	-2
Cc1cccc(CC(=O)NCC(=O)NCc2cc(=O)n(C)c(=O)n2C)c1	-3	9	-3	-9	-11	-2	3	-1.0	-2	-2
CCCNS(=O)(=O)c1cc(Br)cc2c1N(C(=O)CC)CC2	9	5	0	-5	-5	-8	.	-0.3	5	3
CCCc1cc(=O)oc2cc(OCC(=O)NCC(O)c3ccccc3)ccc12 (stereo not drawn)	-1	7	-2	-7	-9	-5	8	0.7	-1	1
O=C(c1cccc(N2C(=O)C3C4C=CC(C4)C3C2=O)c1)N1CCN(c2ccc(F)cc2)CC1 (stereo not drawn)	0	-25	-11	25	-15	-2	3	0.4	-2	0
NNc1nc(-c2ccccc2Cl)nc2sc3c(c12)CCCC3	-12	-7	-4	7	7	45	50	2.7	46*	0
O=C(NCCN1CCOCC1)c1ccc(Cl)cc1[N+](=O)[O-]	-9	29	-5	-29	-8	3	-6	-0.7	.	6
O=C(Nc1nccs1)c1cccc(S(=O)(=O)N2CCCCC2)c1	-6	6	-7	-6	-5	-1	3	1.7	.	5
Cn1c(=O)n(C)c2cc(NC(=O)COc3ccccc3)ccc21	4	-24	7	24	2	0	.	-2.9	1	1
Cn1cc(CN2CCCCC2c2ccccn2)c(-c2ccc3c(c2)OCCO3)n1 (stereo not drawn)	-4	5	-3	-5	4	24	-11	2.3	.	0
CCO[C@@H]1OC(C(=O)NCc2ccccc2)=C[C@H](C2CC2)[C@H]1CCCO	1	6	5	-6	-17	-16	6	-3.3	-2	-1
CC1=CS/C(=C(/C#N)C(=O)NCc2ccco2)N1c1ccccc1	7	-7	-3	4	-14	-9	.	-3.9	2	10
O=C1CC(c2ccco2)CC(O)=C1C=Nc1cc(Cl)ccc1Cl (stereo not drawn)	0	5	-5	-5	-1	1	-9	1.0	-3	2
COc1ccc(N(CC(=O)Nc2ccccc2C(=O)O)S(=O)(=O)c2ccc(C)c([N+](=O)[O-])c2)cc1	9	3	-6	-3	-5	13	-4	-5.3	-1	0
O=C(NCCCN1CCN(c2ccc(F)cc2)CC1)Nc1ccc([N+](=O)[O-])cc1	0	5	-2	-5	-1	-4	-8	-2.5	-5	2

Later entries
SMILES	cardiac RTF act	SR-BI DiI-HDL act	dFosB act	SR-BI DiI inh	PvdQ acylase	Rtt109 Vps75	MITF TRPM1 HTS	CDK5 p35 inh	Wnt act	HTR5A ag
Nc1ccc(N2C(=O)c3ccccc3C2=O)c(Cl)c1	-6	3	-2	-3	-4	-4	-1	-0.3	1	2
COc1c(C)cc(C(=O)C2CCCN(S(=O)(=O)c3c(C)noc3C)C2)cc1C (stereo not drawn)	1	-31	-12	31	-15	10	-9	-0.6	-3	1
O=C(OCC(=O)N1CCCc2ccccc21)c1cc(S(=O)(=O)N2CCOCC2)ccc1Cl	-8	-40	-10	40	-1	9	-9	1.4	-2	-2
O=c1[nH]c(SCc2ccccc2Cl)nc2c1cnn2-c1ccccc1	0	-2	?	2	-10	3	-1	-0.3	-5	-2
O=C(Nc1cccnc1)c1cc(Cl)ccc1Cl	-1	31	0	-31	10	32	.	1.5	13	-1
O=C(CN1C(=O)C2CCCCC2C1=O)Nc1ccccc1N1CCCC1 (stereo not drawn)	-4	5	-2	-5	1	19	1	-1.0	-1	-4
COC(=O)NNC(=O)C1CCC(C)CC1 (stereo not drawn)	2	-2	3	2	-10	3	0	-0.8	0	2
O=C(Nc1ccccc1)/C(=C\c1ccc(F)cc1)NC(=O)c1ccco1	-5	3	-9	-3	-15	-4	-6	0.8	1	4
O=C(O)CSc1nnc(-c2ccccc2)c(-c2ccccc2)n1	3	.	-7	.	-9	2	9	-0.4	-2	5
O=C(COC(=O)c1cccc(Br)c1)NCC1CCCO1 (stereo not drawn)	-4	43	0	-43	-15	1	-4	-1.2	-7	5
C=CCn1cccc(C(=O)Nc2ccc(C)c(C)c2)c1=O	2	-18	-7	18	-5	-2	72	0.3	?	5
Cc1ccc(NC(=O)Nc2cccc3ccccc23)cc1	-1	1	6	-1	6	-1	8	0.0	3	-2
CC(=O)N1CCOc2ccc(S(=O)(=O)NCCc3ccc(C)cc3)cc21	0	-12	-10	12	-10	0	3	-1.0	1	-1
CC(C)COC(=O)Cc1c(O)c2ccccc2[nH]c1=O	8	?	2	-60	-8	4	12	0.3	4	1
COc1ccccc1N1CCN(CC(=O)Nc2sccc2C#N)CC1	-3	-22	-4	22	-18	6	-8	0.4	-2	3
O=C(c1ccc(COc2ccccc2Cl)o1)N1CCN(c2ccccc2)CC1	-4	-9	-12	9	-8	7	-3	1.8	1	1
Cc1ccc(CNC(=O)CCNS(=O)(=O)c2cccs2)cc1	0	23	2	-23	-20	-10	-4	-0.3	0	-2
Cc1csc(Nc2ccccc2)[n+]1-c1ccccc1	-2	-8	2	8	7	9	1	1.2	28	-3
COc1ccc(OC(C)C(=O)NCC2CCCO2)cc1 (stereo not drawn)	-3	13	-5	-13	-8	-8	4	-0.1	-1	5
NC(=O)c1ccc(NC(=O)CN2CCN(S(=O)(=O)c3ccc4c(c3)OCCO4)CC2)cc1	-4	-4	0	4	0	3	3	0.9	-8	3
O=C(CCCN1C(=O)/C(=C/c2ccccc2Cl)SC1=S)Nc1cccnc1	-3	-6	0	6	-7	9	-3	-2.4	11	0
COc1ccc(Cc2nn[nH]n2)cc1	7	8	0	-8	-14	8	.	-0.4	3	-1
O=C(NCC(c1cccs1)N1CCOCC1)c1cc2ccccc2o1 (stereo not drawn)	-1	-5	-5	5	-6	-3	1	-0.2	.	-4
CCOC(=O)N1CCN(C(=O)C2CCN(C(=O)c3ccc(C(C)(C)C)cc3)CC2)CC1	-3	.	-7	.	-7	-1	-1	-0.4	-1	6
Cc1ccc([N+](=O)[O-])cc1S(=O)(=O)Nc1cccc(-c2ccc(N3CCCC3)nn2)c1	-1	12	-8	-12	-6	-4	26	-0.2	6	0

Other compounds:
SMILES	cardiac RTF act	SR-BI DiI-HDL act	dFosB act	SR-BI DiI inh	PvdQ acylase	Rtt109 Vps75	MITF TRPM1 HTS	CDK5 p35 inh	Wnt act	HTR5A ag
Cc1cccc(CS(=O)(=O)Cc2ccc(C(=O)NCCCN3CCOCC3)o2)c1	-3	-9	-7	9	-7	4	1	.	3	2
CCS(=O)(=O)c1ccc(OC)c(N=Nc2ccc(O)c3ncccc23)c1	-3	3	2	-3	-2	8	-18	-1.6	-3	2
COc1ccc(NC(=S)N2CCN(c3ccccc3)CC2)c(OC)c1	0	26	0	-26	-4	3	.	-0.1	0	2
COc1cccc(C(=O)Nc2cnc(NC(=O)c3ccco3)cc2C)c1	4	-16	-1	16	-11	4	-5	-2.5	.	1
Cc1ccccc1-n1c(-c2ccco2)n[nH]c1=S	2	-20	-1	20	-6	-1	0	-0.4	-4	0
O=S(=O)(Cc1c(F)cccc1Cl)c1ncn[nH]1	8	19	-6	-19	3	-2	-2	0.8	0	2
COc1ccc(OCCCn2ccnc2)cc1	-1	13	2	-13	-6	-4	-1	-0.3	0	0
Cc1cc(C(=O)N2CCN(c3ncccn3)CC2)nn1C	4	12	6	-12	-5	-5	-6	0.0	1	1
O=C(NNS(=O)(=O)c1ccc([N+](=O)[O-])cc1)c1cnn(-c2ccccc2)c1-n1cccc1	1	-17	1	17	-13	0	.	-0.6	-1	1
CC(=O)c1ccccc1NC(=O)COC(=O)/C=C/c1cccs1	-6	-2	-12	2	-10	-3	4	1.4	1	3
CCC(CC)C(=O)Nc1cc(C)cc(C)c1	7	12	0	-12	-3	-11	5	-0.4	-8	0
Cc1c(NS(=O)(=O)c2cc(C(=O)NCc3ccco3)cc(Cl)c2Cl)c(=O)n(-c2ccccc2)n1C	-13	6	-2	-6	-1	1	-7	-10	-1	3
O=C1NC(c2cn(-c3ccccc3)nc2-c2cccs2)C(C(=O)c2cccnc2)C(O)(C(F)(F)F)N1 (stereo not drawn)	-2	17	-4	-17	6	3	7	-0.4	.	4
COC(=O)[C@@]12CCCCN1[C@H](c1ccc(SC3CCCCC3)cc1)[C@@H]1C(=O)N(C)C(=O)[C@@H]12	3	28	-5	-28	-12	7	-2	-1.2	-3	-2
Cc1cc(Cl)ccc1OCC(=O)OCC(=O)NCCNC(=O)COC(=O)COc1ccc(Cl)cc1C	-6	2	3	-2	11	0	0	3.5	-6	4
